GlmU inhibition = inhibition of mycobacterial GlmU enzyme – biochemical, glucosamine-1-phosphate acetyltransferase (AID 1376); Bifunctional protein GlmU (Mycobacterium tuberculosis (strain ATCC 25618 / H37Rv)); 0.25% of 220,000 active; inhibition, %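 (tested at 30 µM in the primary screen)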, or IC50 in µM where a hit was titrated; M. tuberculosis GlmU acetyltransferase enzyme assay; higher % means a stronger effect; in the data active = inhibition above about 13%;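 also: 0% = complete reaction with vehicle and 100% = reaction without substrate; strong numbers were not always called active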
RmlCD inh 1536 = M. tuberculosis RmlC/RmlD coupled enzyme inhibitors, primary screen, biochemical, compound mixtures, 384-well, from 1536-well plates; inhibition, % at 3.6 µM; 0.03% of 160,000 active; AID 1533, 2009; RmlC+RmlD coupled enzyme assay, percent inhibition; primary screen in compound mixtures; in the data active = inhibition mostly above about 34%, no sharp cut-off; also: some results filed as inactive read as strong as hits
Target sequence (P9WH09 whole entry, looked up): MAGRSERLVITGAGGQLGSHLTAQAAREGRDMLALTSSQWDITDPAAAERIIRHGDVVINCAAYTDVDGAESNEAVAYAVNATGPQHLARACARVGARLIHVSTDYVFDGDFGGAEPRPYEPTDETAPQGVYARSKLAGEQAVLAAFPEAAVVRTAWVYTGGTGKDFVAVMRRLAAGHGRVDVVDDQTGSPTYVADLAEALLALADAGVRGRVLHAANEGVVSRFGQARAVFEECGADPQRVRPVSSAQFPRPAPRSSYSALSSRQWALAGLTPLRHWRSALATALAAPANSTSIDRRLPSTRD
Target sequence (P9WH11 whole entry, looked up): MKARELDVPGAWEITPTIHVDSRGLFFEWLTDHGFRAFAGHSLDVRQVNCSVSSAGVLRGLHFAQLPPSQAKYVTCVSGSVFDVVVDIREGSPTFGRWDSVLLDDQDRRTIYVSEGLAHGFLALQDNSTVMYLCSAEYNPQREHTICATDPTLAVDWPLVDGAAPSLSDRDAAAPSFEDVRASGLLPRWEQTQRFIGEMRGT
Active calls of the source: *; / = no result given. The list is partial; the hit share may differ from the screen's.

Under each structure – GlmU inhibition	RmlCD inh 1536
[1] CCOc1ccc(N=Nc2c(=O)[nH]n3c(C)cc(C)nc23)cc1
 : -1.9%	1.7
[2] Oc1cccc(/C=N/NP(=S)(c2ccccc2)c2ccccc2)c1
 : 2.4%	/
[3] CCN(CC)S(=O)(=O)c1cc(NC(=O)C(C)N(C)CC(=O)Nc2c(C)cccc2C)ccc1C (stereo unspecified)
 : -1.2%	/
[4] CCSc1n[nH]c2nc3c(c(=O)n12)C1(CCCCC1)Cc1ccccc1-3
 : 2.0%	25.3
[5] CCn1c(=O)c(C(=O)CN2CCc3ccccc32)c(N)n(Cc2ccccc2)c1=O
 : -12.4%	-11.9
[6] COc1ccc(CN2CCn3ncc(C(=O)Nc4ccc(Cl)cc4Cl)c3C2=O)cc1
 : -5.1%	-6.0
[7] CCOC(=O)c1c(-c2ccc(C)o2)csc1NC(=O)CSc1nncs1
 : 7.7%	/
[8] CCN(CC)S(=O)(=O)c1cccc(-c2n[nH]c(=S)n2/N=C/c2ccc(Br)cc2)c1
 : 4.2%	16.5
[9] CC1CCOC2(O1)C(=O)Nc1ccccc12 (stereo unspecified)
 : -2.5%	-4.2
[10] COc1ccc(N=C2SC(CC(=O)Nc3ccccc3)C(=O)N2CC2CCCO2)cc1 (stereo unspecified)
 : 1.8%	/
[11] N#C/C(=C\c1cn(CCOc2ccccc2)c2ccccc12)C(=O)NCc1ccco1
 : -0.5%	/
[12] COC(=O)C(O)(CC(=O)Nc1cc(OC)c(OC)c(OC)c1)C(F)(F)F (stereo unspecified)
 : -2.8%	/
[13] Cc1cc(C)c(-n2nnnc2SC(C)C)c(C)c1
 : -4.2%	8.7
[14] Cc1ccccc1CSCCNC(=O)c1ccc(N(C)S(=O)(=O)c2ccccc2)cc1
 : 1.6%	/
[15] Cc1cccc(N2CCN(C(=O)C3CCN(S(=O)(=O)N4CCOCC4)CC3)CC2)c1C
 : 1.9%	2.3
[16] CC1=CC(C)(C)N2C(=O)C3(NCCc4c3[nH]c3ccccc43)c3cc(C)cc1c32 (stereo unspecified)
 : -3.3%	/
[17] Cn1cc(C(=O)N/N=C/C(Br)=C/c2ccccc2)ccc1=O
 : 1.6%	1.7
[18] Cc1ccccc1NC1=NC(=S)N(c2ccccc2)C12CCOC(C)(C)C2 (stereo unspecified)
 : 6.6%	/
[19] Cc1cccc(NC(=S)N(Cc2cccs2)Cc2cc3cc(C)cc(C)c3[nH]c2=O)c1
 : 5.7%	/
[20] COc1ccc(/C=N/Nc2cc(C)nc(NS(=O)(=O)c3ccc(C)cc3)n2)cc1
 : 3.2%	9.0
[21] O=C(NCC1CCCO1)c1ccc(COc2ccccc2Br)cc1 (stereo unspecified)
 : -2.5%	-7.0
[22] CCOC(=O)CSC1=N/C(=C\c2cccnc2)C(=O)N1c1ccc(OC)cc1
 : -5.1%	4.6
[23] CC(Sc1cnccn1)C(=O)O (stereo unspecified)
 : 1.1%	/
[24] COc1ccc(S(=O)(=O)Cc2ccc(C(=O)NCCc3ccc(S(N)(=O)=O)cc3)o2)cc1
 : 5.1%	7.2
[25] CNS(=O)(=O)c1cccc(C(=O)OCC(=O)c2c(N)n(C)c(=O)n(C)c2=O)c1
 : -1.8%	2.9
[26] COP(=O)(OC)c1nc(-c2ccccc2)oc1NCc1ccccc1
 : 4.5%	-4.2
[27] CN1CCN(c2nc3ccccc3nc2C(C#N)C(=O)OC2CCCCC2)CC1 (stereo unspecified)
 : -5.7%	/
[28] Cc1cc(C)n2nc(-c3cnn(C)c3C(F)(F)F)c(Cl)c2n1
 : -0.2%	19.1
[29] CC(C)(C)NC(=O)Cn1c(=O)oc2cc(S(=O)(=O)N3CCc4ccccc43)ccc21
 : 2.9%	/
[30] N#Cc1ccccc1NC(=O)COC(=O)CSc1nc2ccccc2o1
 : 0.7%	/
[31] Cn1c(SCc2ccc(Br)cc2)nc2c(c1=O)SCC2
 : -0.1%	5.1
[32] Cc1cc(Cl)ccc1NC(=S)NCCCO
 : 3.2%	14.2
[33] O=C(NC1CCCCC1)Oc1ccccc1
 : /	1.8
[34] CCN(CC(=O)Nc1sc2c(c1C#N)CCC(C)C2)Cc1nc2ccccc2c(=O)[nH]1 (stereo unspecified)
 : -0.1%	2.5
[35] O=[N+]([O-])c1ccc(C2=NCCO2)cc1
 : -4.5%	/
[36] COc1ccc(C(=O)Nc2ccc(Cl)cc2C(=O)N2CCCC(C)C2)cc1OC (stereo unspecified)
 : 0.6%	-12.9
[37] Oc1ccccc1N1CCN(C(=S)Nc2ccc(SC(F)F)cc2)CC1
 : 0.3%	-12.3
[38] CC(CCc1ccccc1)NC(=O)COC(=O)c1ccc(S(C)(=O)=O)c([N+](=O)[O-])c1 (stereo unspecified)
 : 3.0%	6.0
[39] N#Cc1ccccc1NC(=O)CNc1ccc(Cl)c(C(F)(F)F)c1
 : -2.9%	5.1
[40] Cc1c(Nc2scc(-c3ccccc3)[n+]2-c2ccccc2)c(=O)n(-c2ccccc2)n1C
 : -1.7%	6.9
[41] CC(CCc1ccccc1)NC(=O)C1CCCN(c2nnc(-n3cccc3)s2)C1 (stereo unspecified)
 : 8.0%	4.7
[42] COc1ccc(N2CCN(CC(=O)Nc3sccc3C#N)CC2)cc1
 : -0.6%	28.8
[43] Cc1c(/C=N/NC(=O)CNc2ccccc2)c2ccccn2c1C(=O)c1ccncc1
 : -1.3%	26.9
[44] c1cc(-c2nnc(-c3ccncc3)o2)ccn1
 : -1.2%	23.1
[45] CCOC(=O)c1c(NC(NC(C)=O)C(Cl)(Cl)Cl)sc(C(C)=O)c1C (stereo unspecified)
 : 0.8%	-1.2
[46] Cc1ccnc(NC(=S)NC(=O)/C=C/c2ccccc2)c1
 : -0.9%	/
[47] Cc1ccc(-c2cc(C(=O)OCn3nnc4ccccc4c3=O)c3ccccc3n2)cc1
 : 7.9%	/
[48] COCCN(CCOC)S(=O)(=O)c1ccc(C(=O)Nc2nnc(C3CC3)o2)cc1
 : -3.3%	-1.9
[49] COc1cc(C(c2c(C)[nH][nH]c2=O)c2c(C)[nH][nH]c2=O)ccc1OS(=O)(=O)c1ccccc1
 : 6.5%	/
[50] COCCCNC(=O)CN1CCN(Cc2ccccc2Cl)C1=O
 : -7.6%	-9.5
[51] Cc1ccccc1-c1nc(CS(=O)(=O)CC(=O)N2CCc3ccccc32)c(C)o1
 : 5.4%	-8.7
[52] COc1ccccc1NC(=O)CN1CCN(c2ccccc2F)CC1
 : 1.9%	/
[53] CN(C)c1ccc(C(=S)N2CCN(C(=S)Nc3ccccc3)CC2)cc1
 : 3.9%	6.9
[54] CCCC(=O)Nc1nc2c(OC)ccc(OC)c2s1
 : -4.3%	6.0
[55] CCOC(=O)N1CCC(Nc2cccc(SC)c2)CC1
 : 2.3%	-12.8
[56] CCN(CC(=O)Nc1ccc2c(c1)OCCO2)C(=O)C1CCCCC1
 : -0.6%	/
[57] O=C(c1cnn2c1NC(c1ccco1)CC2C(F)(F)F)N1CCN(c2cccc(Cl)c2)CC1 (stereo unspecified)
 : 5.8%	-7.8
[58] O=C1CCCN1c1ccc(Br)cc1
 : 0.4%	4.6
[59] Cc1ccc(NC(=O)CN2C(=O)CNC2=O)cc1
 : 0.8%	/
[60] O=C(/C=C/NCc1cccnc1)C(F)(F)C(F)(F)F
 : 3.6%	-8.4

Going on with the list.
Under each structure – GlmU inhibition	RmlCD inh 1536
[61] Cc1ccc(S(=O)(=O)NCC(=O)N(CC(=O)NC2CCCCC2)CC2CCCO2)cc1 (stereo unspecified)
 : 1.3%	-7.6
[62] O=C(N=Nc1c(O)[nH]c2ccccc12)c1cccs1
 : -2.7%	-2.6
[63] COc1ccc(N(CC(=O)Nc2cccc(C)c2C)S(=O)(=O)c2c(C)[nH]c(=O)[nH]c2=O)cc1
 : -1.9%	5.5
[64] COC(=O)C1(C(C[N+](=O)[O-])c2ccc(C)cc2)C(=O)NCC1c1ccco1 (stereo unspecified)
 : 1.3%	-5.1
[65] COc1ccc(C(=O)N(CC(=O)NC(C)(C)C)c2ccc3c(c2)OCCO3)cc1OC
 : -1.3%	-2.0
[66] COc1ccc(C2(CNC(=O)CCC(=O)O)CCCC2)cc1
 : 0.2%	2.6
[67] CCOc1cc(/C=C2/C(=O)N(c3ccccc3)N=C2C)ccc1OC(=O)c1ccco1
 : 3.0%	/
[68] Cn1cccc1/C=C1/C(=O)NC(=O)N(Cc2ccccc2)C1=O
 : -0.8%	-5.1
[69] CC(=O)c1ccc(N2CCN(C(=O)COc3ccc(F)cc3)CC2)c(F)c1
 : 3.4%	4.5
[70] O=C(O)CCC(=O)Nc1ccc(NC(=O)c2ccc(Cl)cc2Cl)c(Cl)c1
 : 0.2%	10.3
[71] c1ccc(CN2CCN(c3nc(-c4ccccn4)nc4ccccc34)CC2)cc1
 : -8.0%	-3.9
[72] COc1ccc(-c2nsc3c(N4CCN(S(=O)(=O)c5ccccc5F)CC4)ncnc23)cc1
 : 0.9%	-0.8
[73] O=C(CSc1nnc(-c2ccc(Cl)cc2)n1Cc1ccco1)c1cccs1
 : 8.5%	/
[74] Cn1c(=O)c2[nH]c(-c3ccc(S(=O)(=O)O)cc3)nc2n(C)c1=O
 : 1.3%	/
[75] COc1ccc(CCN2C(=NC(=O)C(C)C)SC3CS(=O)(=O)CC32)cc1 (stereo unspecified)
 : -0.2%	-9.5
[76] CCOc1cc(/C=N/NC(=O)Cn2nc([N+](=O)[O-])cc2C)cc(Br)c1OCc1ccccc1F
 : 1.4%	0.9
[77] O=C(COc1ccc(Cl)cc1)N(Cc1ccccc1)c1nc(-c2ccccc2)cs1
 : -2.3%	7.6
[78] COc1ccccc1N(C(=O)c1cncc(Br)c1)c1nc(-c2ccc(C)cc2)cs1
 : -2.8%	/
[79] COc1ccccc1Nc1nnc(SCC2CCCCO2)s1 (stereo unspecified)
 : -1.0%	9.3
[80] CCN(C(=O)c1ccccc1)c1ccc([N+](=O)[O-])cc1
 : 3.2%	/
[81] COc1ccc(/C(O)=C2/C(=O)C(=O)N(CCCN(C)C)C2c2cccc(Cl)c2)cc1OC (stereo unspecified)
 : 1.0%	-4.2
[82] O=C(CN1CCCN(S(=O)(=O)c2ccc(Br)s2)CC1)Nc1ccc(Cl)cc1
 : -0.6%	3.9
[83] O=S(=O)(c1ccc2nc(-c3ccccc3)[nH]c2c1)N1CCN(c2cccc(Cl)c2)CC1
 : 0.1%	/
[84] COc1cc(OC)c2c(c1)C(=O)c1cc(OC)cc(OC)c1C2=O
 : 3.0%	-4.4
[85] COc1cccc(NC2C=CS(=O)(=O)C2)c1 (stereo unspecified)
 : -2.1%	/
[86] COc1ccc(CNC(=O)Cn2cc(C(F)(F)F)ccc2=O)cc1
 : -2.1%	3.8
[87] COC(=O)c1cn(NC(=O)Cn2nc([N+](=O)[O-])c(Br)c2C)c(=O)c2ccccc12
 : 0.7%	-2.2
[88] Cc1ccc(C)c(NC(=O)CSc2ncnc3nc[nH]c23)c1
 : -5.0%	/
[89] CCC1(C(=O)OC)NC(c2ccco2)C2C(=O)N(c3ccc(F)cc3)C(=O)C21 (stereo unspecified)
 : -1.4%	1.9
[90] Cc1ccc2nc(C)n(-c3ccc(F)cc3)c(=O)c2c1
 : -8.7%	-6.8
[91] Clc1ccc(-c2nc3ccccc3[nH]2)cn1
 : /	-15.8
[92] CCN(CC)S(=O)(=O)c1ccc(OC)c(N)c1
 : -1.4%	28.2
[93] CCCCOc1ccc2c(c1)/C(=C(\C(Cl)=C(Cl)Cl)[N+](=O)[O-])N2
 : -5.2%	-5.4
[94] Nc1nnc(SCCOc2cccc(Br)c2)s1
 : 3.2%	/
[95] CCOC(=O)c1c(-c2ccccc2)oc2ccc(OC(C)=O)cc12
 : 2.9%	3.2
[96] CCOC(=O)C1=C(C)N(C)C(=O)NC1c1c(C)nn(-c2ccccc2)c1C (stereo unspecified)
 : -1.0%	14.9
[97] CC(=O)Nc1ccc(NC(=O)c2cccc(C(=O)OC(C)C)n2)cc1
 : 5.2%	-4.8
[98] CN(Cc1ccc(O)cc1)C1CCCCC1
 : -2.1%	/
[99] Cc1cc2nccc(-c3ccncc3)n2n1
 : -1.6%	-4.2
[100] Cc1ccc(S(=O)(=O)N2c3cc(C)ccc3OCC2C(C)(C)C)cc1 (stereo unspecified)
 : 8.2%	/
[101] CCc1ccccc1NC(=O)NC1CC2CCC(C1)N2Cc1ccco1 (stereo unspecified)
 : 1.8%	/
[102] Cn1c(C(=O)c2ccccc2[N+](=O)[O-])nc2ccccc21
 : -2.2%	10.9
[103] CCCCN(C)C(=S)Nc1ccsc1C(=O)OC
 : 3.1%	-3.4
[104] CN(CC(=O)Nc1cccc(S(=O)(=O)NC2=NCCCCC2)c1)Cc1ccc(C(C)(C)C)cc1
 : -3.8%	5.8
[105] CCC(C)NC(=O)CN(c1ccc(Cl)c(Cl)c1)S(C)(=O)=O (stereo unspecified)
 : 1.6%	-6.3
[106] COc1ccc(S(=O)(=O)n2nc(OC(=O)c3ccccc3)cc2N)cc1
 : 3.4%	12.8
[107] CCC(C)(C)n1nnnc1C(c1ccncc1)N1CCC(C)CC1 (stereo unspecified)
 : -2.2%	/
[108] COc1cccc(C(=O)NN2CC(O)=C(c3nc4ccccc4s3)C2=N)c1
 : 1.1%	/
[109] Cc1ccc(/C=C\c2nccc3c2[nH]c2ccccc23)cc1
 : 1.1%	-3.3
[110] O=C(O)c1ccccc1C(=O)N1N=C2/C(=C/c3cccc([N+](=O)[O-])c3)CCCC2C1c1cccc([N+](=O)[O-])c1 (stereo unspecified)
 : 0.3%	21.7

Compound activity deposited in PubChem by several laboratories.
